Mtb UGM inh: blocks M. tuberculosis UGM enzyme; purified UGM, fluorescence polarization probe displacement; inhibition, % at 10 µM; 320,000 compounds, 0.06% hits; AID 504406; in the data active = inhibition above about 10%, passing the limit was not always enough; inconclusive = no clear call, values can overlap the other calls
Target sequence (P9WIQ1 whole entry, looked up): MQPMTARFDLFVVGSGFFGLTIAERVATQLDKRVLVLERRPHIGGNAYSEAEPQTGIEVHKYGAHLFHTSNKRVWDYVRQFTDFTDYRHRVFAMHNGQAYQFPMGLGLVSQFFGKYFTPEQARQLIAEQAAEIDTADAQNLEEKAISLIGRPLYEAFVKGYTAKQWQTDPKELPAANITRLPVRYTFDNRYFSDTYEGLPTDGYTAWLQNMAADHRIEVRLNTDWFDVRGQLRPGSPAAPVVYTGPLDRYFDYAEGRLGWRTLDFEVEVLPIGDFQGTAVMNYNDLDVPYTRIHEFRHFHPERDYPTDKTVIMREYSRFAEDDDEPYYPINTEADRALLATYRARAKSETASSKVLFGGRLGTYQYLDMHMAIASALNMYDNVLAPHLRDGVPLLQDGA
GDH-TPI inh: counter-screen for M. tuberculosis FBA inhibitors: GDH-TPI coupled enzymes. AID 588335. inhibition, % at 4.8 µM. GDH-TPI coupled enzyme counterscreen, NADH absorbance. 360,000 compounds, 1.2% hits; in the data active = inhibition above about 30%;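 also: 0% = DMSO wells and 100% = wells lacking the enzyme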
FBA Mtb inh: inhibitors of M. tuberculosis fructose-bisphosphate aldolase; purified M. tuberculosis FBA, fluorescence read-out; P9WQA3; inhibition, % at 1 µM; AID 588726; 360,000 compounds, 2.3% hits; in the data active = inhibition above about 27%;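 also: 0% = vehicle and 100% = reference inhibitor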
Target sequence (P9WQA3 whole entry, looked up): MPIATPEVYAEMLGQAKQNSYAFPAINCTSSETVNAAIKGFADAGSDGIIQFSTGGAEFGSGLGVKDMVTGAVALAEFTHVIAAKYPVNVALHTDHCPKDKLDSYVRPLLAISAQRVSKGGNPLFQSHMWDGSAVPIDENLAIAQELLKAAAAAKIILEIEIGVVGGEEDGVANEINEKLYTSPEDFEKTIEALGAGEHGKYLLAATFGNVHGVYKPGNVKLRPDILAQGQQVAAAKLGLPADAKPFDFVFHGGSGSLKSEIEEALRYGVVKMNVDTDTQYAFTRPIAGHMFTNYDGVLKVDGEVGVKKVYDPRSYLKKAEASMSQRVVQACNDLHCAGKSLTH
BioA inh: inhibitors of Mycobacterium tuberculosis BioA enzyme | purified M. tuberculosis BioA enzyme, plate reader | AID 602481 | inhibition, % at 9.99 µM | 360,000 compounds, 0.096% hits; in the data active = inhibition above about 40%; inconclusive = no clear call, values can overlap the other calls
Yp Topo-I inh: blocks Yersinia pestis topoisomerase I activity; activity, % at 10 µM; 360,000 compounds, 0.064% hits; Y. pestis Topo-I cleavage product accumulation, plate reader; in the data active = activity above about 50%, passing the limit was not always enough; inconclusive = no clear call, values can overlap the other calls; also: inactives centre near 2
TcdB inh: blocks C. difficile toxin B glycohydrolase activity | P18177 | TcdB glycohydrolase enzymatic assay, plate reader | 350,000 compounds, 0.24% hits | inhibition, % at 9.99 µM; in the data active = inhibition above about 10%
PfHsp40 yeast: compounds rescuing yeast from Plasmodium falciparum HSP40 toxicity | S. cerevisiae expressing PfHsp40, growth rescue, ATP luminescence | growth rescue, % at 12.5 µM | 340,000 compounds, 0.68% hits; in the data active = growth rescue above about 28%, passing the limit was not always enough; inconclusive = no clear call, values can overlap the other calls;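 also: yeast W303a lacking pdr1 and pdr3 grown in galactose medium; growth measured after three days at 30 °C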
FadD28 binding: M. tuberculosis FadD28 bisubstrate binding inhibition; 360,000 compounds, 0.22% hits; AID 588549; FadD28 bisubstrate probe binding, fluorescence polarization; inhibition, % at 12.5 µM; in the data active = inhibition above about 8.5%, passing the limit was not always enough; inconclusive = no clear call, values can overlap the other calls
BH1578 lux ind: quorum light induction in luxS cqsA deficient V. cholerae; activation, % at 18.7 µM; 350,000 compounds, 0.16% hits; V. cholerae BH1578 lux reporter, luminescence, 6 h; in the data active = activation mostly above about 9.7%, no sharp cut-off; inconclusive = no clear call, values can overlap the other calls; inactive = mostly below about 3.7%; also: not every result past the cut was called active; inactives centre near 0; reference of the scale not given here
* hit, by the source's call; i = inactive; ? = inconclusive; · = not tested or not shown.

| smiles | Mtb UGM inh | GDH-TPI inh | FBA Mtb inh | BioA inh | Yp Topo-I inh | TcdB inh | PfHsp40 yeast | FadD28 binding | BH1578 lux ind |
| --- | --- | --- | --- | --- | --- | --- | --- | --- | --- |
| O=C(Nc1cccc(C(F)(F)F)c1)Nc1ccon1 | -3.3 | 9.9 | 2.6 | 0.9 | 12.5 | 1.5 | 2.5 | 0.0 | -1.6 |
| CCN(CC)C(=O)c1cccc(-c2csc(C(O)c3ccccc3)n2)c1 (stereo unspecified) | · | 8.0 | -0.4 | 0.3 | 12.0 | 0.8 | · | -0.8 | -1.2 |
| CCCCc1nnc(NC(=O)COC)s1 | 1.9 | -0.3 | 0.2 | -0.7 | 1.7 | 2.0 | -0.2 | 0.1 | -0.3 |
| COc1ccc(N2CCN(C(=O)CSc3nnc4c(C)cc5c(C)cc(C)cc5n34)CC2)cc1 | -2.2 | 6.6 | 2.1 | -0.8 | 42.8 | · | 1.7 | 0.6 | -0.2 |
| COc1ccccc1C(=O)Nc1ccnn1C1CCN(C(C)CSC)CC1 (stereo unspecified) | 0.0 | -2.8 | 0.5 | 1.7 | 7.9 | 3.7 | 1.1 | -1.4 | -0.6 |
| Cc1ccc(Cn2cc(S(=O)(=O)c3ccc(Cl)cc3)c(=O)c3cc(F)ccc32)cc1 | -2.2 | 5.8 | 6.6 | · | -1.2 | · | -0.7 | 0.1 | -0.3 |
| O=C(Nc1ccccc1)N(CCCN1CCOCC1)Cc1cccs1 | -0.3 | -6.2 | 1.0 | 1.4 | 4.7 | 0.2 | 1.4 | -0.1 | -0.2 |
| O=c1c2ccccc2nc2c3ccccc3c(NCc3ccco3)nn12 | -0.5 | 6.1 | 25.4 | -0.2 | 3.9 | · | 4.3 | -4.4 | · |
| CC(=O)N1CCc2ccc(S(=O)(=O)N3CCc4ccccc43)cc21 | -1.0 | 1.0 | 0.0 | · | 20.3 | -1.2 | 0.3 | -2.5 | -0.4 |
| CCOC(=O)c1c(C)n(CCNC(C)=O)c2ccc(O)cc12 | -2.3 | 0.0 | -3.3 | -0.2 | -10.1 | · | -1.6 | -3.6 | -12.5 |
| O=C1c2ccccc2C(=O)N1CCCCSc1nnc(-c2ccc(OC(F)F)cc2)o1 | -0.2 | 15.6 | -2.2 | -1.1 | 3.4 | · | 0.3 | -1.1 | -0.4 |
| CCN(CC(=O)NC1CCS(=O)(=O)C1)S(=O)(=O)c1ccc(C)c(C)c1 (stereo unspecified) | -1.6 | -6.4 | -3.0 | -1.5 | -1.3 | · | 2.3 | -3.4 | -0.2 |
| OC1COC(c2ccccc2)OC1C(O)C1OC(c2ccccc2)OCC1O (stereo unspecified) | · | 4.7 | -0.8 | 0.1 | 3.3 | 1.1 | 0.2 | -1.6 | -0.4 |
| O=C(CCN1C(=O)/C(=C/c2ccccc2Cl)SC1=S)Nc1cccnc1 | -0.2 | 10.6 | 4.0 | 12.3 | 17.0 | 0.8 | 0.5 | 0.1 | -11.1 |
| Cc1onc(-c2ccccc2Cl)c1C(=O)NC(=S)Nc1ccccc1F | -0.5 | 11.7 | 1.0 | · | 5.9 | -0.9 | 4.7 | -2.3 | -0.2 |
| CCOc1ccccc1NC(=O)Nc1cccc(C(C)=O)c1 | -1.2 | 5.1 | -1.8 | 2.6 | -11.9 | · | -0.2 | -2.7 | i |
| Cc1ccccc1NC(=O)c1cccc2c1C(=O)N(C1CCCCC1)C2 | -2.3 | -3.5 | -0.4 | -1.3 | -3.6 | 1.2 | -0.5 | -3.2 | -0.4 |
| CCn1c(SCC(=O)NC(C)C(C)C)nc2cc(S(=O)(=O)N3CCOCC3)ccc21 (stereo unspecified) | 6.2 | 13.0 | -1.9 | -1.7 | 8.8 | -4.2 | -1.8 | -3.2 | 4.2 |
| CCOc1ccc(C(CC(=O)O)NC(=O)c2ccco2)cc1OC (stereo unspecified) | 0.8 | -1.9 | -1.5 | -1.0 | -2.0 | -0.8 | 0.0 | 2.3 | · |
| CCN1CCN(S(=O)(=O)c2ccc(OC)cc2)CC1 | -0.8 | 3.1 | 0.8 | -0.9 | 10.0 | -0.4 | -1.6 | 2.6 | i |
| CCOC(=O)c1ccccc1C(=O)N1CCOCCOCCOCC1 | -4.4 | 1.9 | -1.8 | · | 0.7 | 1.0 | -1.3 | 0.9 | -0.2 |
| O=C(c1cc(-c2ccccc2)nc2ccccc12)N1CCOCC1 | -4.6 | 9.2 | 0.4 | 1.1 | -7.4 | · | 1.7 | -0.3 | -12.5 |
| Cc1ccnc(SCC(N)=O)n1 | 0.0 | -2.5 | 0.1 | · | 0.5 | -0.5 | -0.1 | -1.4 | -0.4 |
| O=C(Nc1ccc(N2CCOCC2)cc1)c1ccc(COc2ccccc2)cc1 | 1.7 | 16.4 | 3.0 | -0.9 | 0.1 | 1.7 | 0.3 | -2.6 | -0.3 |
| COC(=O)c1ccc(Oc2nc(Nc3ccc(C)c(C)c3)nc(N(C)C)n2)cc1 | · | 14.1 | 2.1 | -7.4 | -9.7 | · | 0.3 | -1.5 | i |
| COc1ccc(OC)c(CCNC(=O)c2nn(C)c3c2CS(=O)(=O)c2ccccc2-3)c1 | 0.1 | 3.4 | 1.4 | 0.3 | 17.6 | 2.0 | 1.4 | -1.2 | -0.6 |
| O=C(NCC1COc2ccccc2O1)c1ccc(NC(=O)c2ccco2)cc1 (stereo unspecified) | -0.5 | -15.5 | -2.9 | -0.3 | 3.5 | · | 0.1 | -6.0 | i |
| Cn1c2ccccc2c2nnc(SCc3ccc4nonc4c3)nc21 | -1.7 | 17.2 | -1.6 | 0.4 | 0.3 | 1.3 | 0.2 | -3.2 | -12.1 |
| CCn1ncc(Br)c1C(=O)Nc1ccc2c(c1)OCCO2 | -1.9 | 5.0 | 2.9 | · | 0.6 | 1.2 | 3.1 | 0.3 | i |
| O=C(NC(=O)c1ccccc1)OCCN1C(=O)c2ccccc2C1=O | -1.0 | -10.5 | -10.6 | · | -11.1 | -0.1 | -0.4 | -3.1 | -0.6 |
| O=C(Cn1nnc2ccccc21)NNC(=O)c1ccccc1 | -2.5 | -2.4 | 3.7 | -1.2 | 2.5 | 0.4 | -0.7 | 0.2 | -0.3 |
| O=C(/C=C/c1cccc([N+](=O)[O-])c1)c1ccc2c(c1)OCCO2 | 0.4 | 9.9 | -2.3 | · | -8.6 | 1.0 | 1.1 | 1.4 | i |
| O=C(NCC(=O)N1CCN(c2ncccn2)CC1)c1cccs1 | -0.5 | 2.5 | 2.3 | -0.6 | 5.7 | · | -0.5 | -1.9 | 7.1 |
| O=C(CSc1nc2ccccc2o1)NCC(=O)c1ccccc1 | 0.2 | 9.2 | 1.3 | -1.5 | -11.4 | · | -0.2 | -0.8 | -0.6 |
| Cc1ccnc2nc(C(=O)Nc3nc4ccccc4s3)nn12 | -0.6 | 41.1* | 6.4 | -2.2 | 4.1 | 0.7 | 0.0 | -2.6 | -0.3 |
| CCc1cc(=O)oc2cc(C)cc(OCC(=O)N3CCC(C(=O)O)CC3)c12 | 2.3 | 14.7 | 76.0* | -1.8 | -2.9 | 0.9 | -0.3 | -0.6 | 0.2 |
| c1ccc(C[n+]2ccccc2)cc1 | -1.1 | 5.2 | 0.7 | -0.4 | 9.4 | 0.1 | 8.0 | -0.1 | i |
| CCn1c(C(=O)N2CCCC(C(=O)O)C2)cc2sccc21 (stereo unspecified) | 1.8 | -7.5 | -1.9 | 5.6 | 1.6 | · | 0.4 | -1.7 | -0.2 |
| CCc1ccccc1NC(=O)N1CCCc2ccccc21 | -0.3 | 0.0 | -1.5 | -0.5 | 6.3 | -0.7 | -0.8 | -0.5 | i |
| COc1ccc(C2C(C#N)=C(N)Oc3n[nH]c(C)c32)cc1Cn1nnc2ccccc21 (stereo unspecified) | -3.8 | 4.8 | 0.5 | 3.4 | 9.7 | 0.5 | 0.4 | 1.0 | i |
| Cn1cc(NC(=O)OCc2ccc(Cl)cc2)c(C(F)(F)F)n1 | -0.1 | -4.5 | -1.4 | · | -1.0 | 0.9 | 0.1 | -1.5 | i |
| Cc1cc(C(=O)Nc2sc3c(c2C#N)CCC(C)C3)no1 (stereo unspecified) | -3.6 | 11.9 | -0.2 | -0.2 | 0.8 | · | 0.5 | -3.0 | -1.0 |
| COc1ccc(NC(=O)CSc2ccc(NC(C)=O)cc2)cc1S(=O)(=O)N1CCOCC1 | -0.2 | 10.6 | 0.5 | -2.2 | 2.3 | 1.1 | 1.4 | 1.0 | i |
| COCCNC(=O)c1ccc(CN2CCC(Cc3ccccc3)CC2)cc1 | -0.4 | -4.9 | -2.9 | -1.1 | -2.7 | 0.1 | -1.4 | -3.8 | -0.2 |
| CC1CCC(N2CCN(S(=O)(=O)Cc3ccccc3)CC2)CC1 (stereo unspecified) | 0.1 | -0.4 | 2.7 | -0.5 | 10.7 | -0.5 | -0.7 | · | 0.2 |
| Cc1cccc(NC2(C(F)(F)F)N=C3SCCN3C2=O)n1 (stereo unspecified) | -0.7 | 6.4 | 2.8 | -1.1 | 2.8 | · | -0.2 | 0.7 | -2.1 |
| O=C(CSc1ccc(-c2nc3ccccc3[nH]2)cn1)Nc1ccc(S(=O)(=O)NC2CC2)cc1 | 1.4 | 16.7 | 2.2 | -3.7 | -4.3 | 0.6 | 2.5 | 32.9* | -0.1 |
| Cc1ccc(C)c(Nc2cc(C)nc3ncnn23)c1 | -2.5 | 8.1 | 0.5 | 0.5 | -5.4 | 0.4 | 0.2 | -1.5 | i |
| COC(=O)c1c(C(=O)OC)c2ccccn2c1C(=O)c1ccc([N+](=O)[O-])cc1 | 0.0 | 8.6 | 2.0 | 1.8 | -0.6 | 0.1 | 0.9 | -1.1 | i |
| COC(=O)C1=C(c2cccc(C#N)c2)C[C@@H]2CC[C@H]1N2C(=O)NCCOc1ccc(OC)cc1 | 1.1 | -3.1 | -2.0 | -0.5 | 17.2 | 0.4 | 0.1 | -3.7 | i |
| Cc1cccc(S(=O)(=O)NC(=O)C2(C)CCN2C(=O)Cc2ccc(-c3ccccc3)cc2)c1 (stereo unspecified) | · | -8.2 | -3.8 | -0.2 | 11.7 | 3.6 | · | -6.6 | i |
| O=c1cc(Br)c(O)c(Br)cc1Br | · | 14.2 | -2.6 | · | -5.0 | 0.9 | 1.0 | 1.9 | · |
| CCn1nc(C)c(/C=N\NC(=O)c2cccc(OC)c2)c1C | 0.9 | 2.9 | 0.5 | 0.8 | -2.6 | 1.3 | -1.3 | -1.4 | -0.5 |
| Cc1[nH]c2ccccc2c1C(=O)C(=O)N1CCN(c2ccccc2F)CC1 | 5.0 | 7.0 | -1.3 | 1.7 | 2.5 | -2.4 | 4.6 | -3.5 | i |
| COc1ccc(CNC(=O)CCC(=O)N2CCN(S(=O)(=O)c3ccc(Cl)cc3)CC2)cc1 | 0.4 | 2.6 | 1.0 | · | 46.9 | 0.6 | 0.1 | -0.5 | -0.3 |
| COc1ccccc1N1C(=O)C2CCC(c3ccccc3)CC2C1=O (stereo unspecified) | -0.2 | 3.6 | 1.0 | 0.9 | 5.5 | 1.2 | -0.4 | -1.8 | -0.3 |
| C[C@@]12C(=O)N(Cc3ccccc3)CC(=O)N1[C@H]1c3cc(Cl)ccc3OC[C@@H]1[C@@H]2c1ccccc1 | 0.1 | 1.3 | -0.6 | -0.5 | -2.1 | 2.1 | ? | -3.3 | 1.5 |
| Cc1nc2cc(N3CCN(C)CC3)c(NC(=O)Cc3ccccc3)cc2c(=O)n1Cc1ccccc1 | 1.3 | -2.3 | 3.4 | 21.6 | -1.0 | · | -0.8 | -4.7 | -0.6 |

2 of these compounds, set out differently:
> CCn1c(C(=O)N2CCCC(C(=O)O)C2)cc2sccc21 (stereo unspecified)
  Mtb UGM inh = 1.8	GDH-TPI inh = -7.5	FBA Mtb inh = -1.9	BioA inh = 5.6	Yp Topo-I inh = 1.6	TcdB inh = ·	PfHsp40 yeast = 0.4	FadD28 binding = -1.7	BH1578 lux ind = -0.2

> CCc1ccccc1NC(=O)N1CCCc2ccccc21
  Mtb UGM inh = -0.3	GDH-TPI inh = 0.0	FBA Mtb inh = -1.5	BioA inh = -0.5	Yp Topo-I inh = 6.3	TcdB inh = -0.7	PfHsp40 yeast = -0.8	FadD28 binding = -0.5	BH1578 lux ind = i

Assay outcomes (PubChem BioAssay)
